Compound activity from PubChem.
XiGFP reactiv: activators of inactive X chromosome reactivation, primary screen, imaging, XiGFP fibroblasts, GFP high-content imaging, set 2 | activation, % at 7.58 µM | XiGFP mouse fibroblasts, % GFP-positive cells imaging, 3 d; cells co-treated with 5-aza-dC sensitizer; scaled so ellipticine positive control = 100% | actives 0.055% (n = 360,000);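 active = mean normalized replicate activation at least 10% and every replicate at or above 10%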;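 also: 0% = median of on-plate neutral control wells and 100% = ellipticine 6 µM median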
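System: 68-5-11 XiGFP fibroblast line | Buffer or medium: DMEM containing 5-aza-dC | Compound: Single point | Times: Compounds 3 days, fix/stain 15 min at room temperature | Benchmarks: Positive control ellipticine, 6 µM final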
ERAP1 HTS inh: human ERAP1 aminopeptidase inhibitors, primary screen, biochemical, single point, plate reader; Endoplasmic reticulum aminopeptidase 1 (Homo sapiens), Q9NZ08; inhibition, % at 10.7 µM; AID 652197, 2013; recombinant ERAP1, Leu-AMC fluorescence, 60 min; actives 0.15% (n = 340,000);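 active = mean replicate inhibition of at least 30%, or all replicates individually reaching that 30% level; inactive = mean below 30% and not every replicate reaching it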;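 also: 0% = neutral control wells and 100% = L-leucinethiol positive control wells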
E-sel inducer: E-selectin induction in HUVECs, primary screen, imaging, HUVEC, immunofluorescence imaging, single point | P16581 | normalized: neutral wells 0, TNF-alpha wells 100 | activation, % at 7.58 µM | actives 0.37% (n = 260,000) | AID 686992, 2013;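 active = mean E-selectin-positive cell signal at least 10% of the positive control, reached in at least 60% of replicates, without over 20% cell loss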;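 also: in these data hits start at about 27%; measured in HUVEC primary endothelial cells; signal is the percent of cells scored E-selectin positive by PE staining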
Target sequence (P16581 whole entry, looked up): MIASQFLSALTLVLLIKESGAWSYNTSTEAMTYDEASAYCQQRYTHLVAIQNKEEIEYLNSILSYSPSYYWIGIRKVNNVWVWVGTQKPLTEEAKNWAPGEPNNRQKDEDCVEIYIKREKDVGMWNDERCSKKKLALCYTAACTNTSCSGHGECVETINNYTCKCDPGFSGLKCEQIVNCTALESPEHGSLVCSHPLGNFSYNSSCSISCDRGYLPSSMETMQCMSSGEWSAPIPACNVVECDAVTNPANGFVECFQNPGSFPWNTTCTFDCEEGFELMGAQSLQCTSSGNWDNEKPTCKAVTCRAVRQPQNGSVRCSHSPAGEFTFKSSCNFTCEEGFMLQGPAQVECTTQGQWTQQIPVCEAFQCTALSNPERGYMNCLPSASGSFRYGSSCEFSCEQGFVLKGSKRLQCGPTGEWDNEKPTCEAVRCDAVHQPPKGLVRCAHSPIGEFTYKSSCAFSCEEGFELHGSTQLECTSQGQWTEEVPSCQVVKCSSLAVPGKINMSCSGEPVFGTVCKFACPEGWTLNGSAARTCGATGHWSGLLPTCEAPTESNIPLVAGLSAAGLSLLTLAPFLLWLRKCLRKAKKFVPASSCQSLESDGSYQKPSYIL
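System: HUVEC / Compound: single concentration / Signal: immunofluorescence imaging / Read-out: percent E-selectin-positive cells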
RAD54 inh: inhibitors of human RAD54 branch migration, primary screen, biochemical, fluorescence, single point; DNA repair and recombination protein RAD54-like (Homo sapiens), Q92698; RAD54 Holliday junction branch migration, FAM/BHQ fluorescence; inhibition, % at 10.4 µM; actives 0.14% (n = 360,000);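 active = mean normalized replicate activity at least 40 and at least half of replicates scoring 40 or more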;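 also: 0% = median of neutral control wells and 100% = median of positive control wells; inhibitors cause a drop in the FAM fluorescence signal; in these data hits start at about 50%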
S100A4 MyoIIA: inhibitors of S100A4-myosin IIA peptide binding, primary screen, biochemical, fluorescence polarization, TAMRA-MyoIIA peptide; inhibition, % at 10.7 µM; actives 0.14% (n = 360,000);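 active = mean inhibition of at least 70% across replicates, with every replicate also reaching that level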
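assay system = human S100A4 monomer with TAMRA-labelled myosin IIA peptide | also added = labelled myosin peptide probe, 5 nM | incubation = 5 min between mix addition and reading | control set = DMSO and TFP controls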
RAD52 inh: RAD52 DNA annealing inhibitors, primary screen, biochemical, FRET, single point, set 2. inhibition, % at 18.7 µM. recombinant RAD52 DNA annealing, FRET fluorescence. DNA repair protein RAD52 homolog (Homo sapiens), P43351. actives 0.46% (n = 360,000);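 active = every replicate showing at least 50% inhibition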
esBAF inh: Bmi1 luciferase reporter increase in mESCs, primary screen, esBAF inhibitor project, mouse ES cells, Bmi1 luciferase knock-in, single point; actives 2% (n = 350,000); reporter increase, % at 12.5 µM; 24 h; 100% = twice the neutral-well signal; in the data active = activation above about 40%;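 also: 0% = median of the plate's neutral control wells and 100% = double that signal; a rise in the Bmi1 reporter signal indicates esBAF inhibition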
ERp5 inh: inhibitors of ERp5-driven insulin aggregation, primary screen, biochemical, turbidity, absorbance 650 nm, single point | Protein disulfide-isomerase A6 (Homo sapiens), Q15084 | inhibition, % at 9.99 µM | actives 0.05% (n = 350,000) | 90 min;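 active = mean replicate inhibition above about 25%, with every replicate also reaching it, limit read from the data, passing the limit was not always enough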
Starred values were filed as active, the others as inactive; . = not tested or not shown. Compounds as they come. Share with any hit: about 2.5%.

item	smiles	XiGFP reactiv	ERAP1 HTS inh	E-sel inducer	RAD54 inh
1	CC(=O)N1[C@@H]2c3ccc(C4=CCCC4)c(=O)n3C[C@H]1[C@H](CO)[C@H]2C(=O)N[C@@H](C)c1ccccc1	0.4	2.4	0.4	4.7
2	CCC(=O)N(C)C[C@@H]1Oc2ncc(C#CC(C)(C)O)cc2C(=O)N([C@@H](C)CO)C[C@H]1C	-1.1	2.2	0.8	-0.2
3	O=[N+]([O-])c1ccc(C2=NN(c3ccccc3)C(c3ccco3)C2)cc1 (configuration not stated)	86.0*	.	.	.
4	CC(=O)Nc1ccc(NC(=O)C(C)OC(=O)C2CCN(S(=O)(=O)c3ccccc3C(F)(F)F)CC2)cc1 (configuration not stated)	0.4	-4.1	3.0	-4.9
5	Cc1noc(C)c1NC(=O)Nc1cccc2c1O[C@H](CN(C)CC1CC1)[C@H](C)CN([C@H](C)CO)C2=O	0.2	-0.3	0.0	-8.3
6	N#Cc1ccc2nc(-c3ccc(CN4CCC(n5cc(-c6ccccc6)[nH]c5=O)CC4)cc3)c(-c3ccccc3)nc2c1	0.0	-0.3	0.0	.
7	CC1(C(=O)NCCOc2ccccc2Cl)CC1(Cl)Cl (configuration not stated)	0.0	-2.0	.	-2.9
8	CCCNC(=O)Nc1ccc2c(c1)OC[C@H](C)N(C)C[C@H](C)[C@@H](OC)CN(C)C2=O	0.0	-0.7	0.2	1.0

item	S100A4 MyoIIA	RAD52 inh	esBAF inh	ERp5 inh
1	-6.7	-10.6	-4.6	6.6
2	2.7	-4.1	4.0	0.4
3	-22.5	-39.6	.	-13.4
4	1.6	-1.7	3.0	19.9
5	17.7	-5.6	2.4	0.5
6	-7.0	-22.0	.	-2.7
7	-0.7	2.7	3.7	2.6
8	7.6	-12.8	1.7	2.0

Profiles from above.
CC1(C(=O)NCCOc2ccccc2Cl)CC1(Cl)Cl (configuration not stated) across the screens: XiGFP reactiv: 0.0; ERAP1 HTS inh: -2.0; E-sel inducer: .; RAD54 inh: -2.9; S100A4 MyoIIA: -0.7; RAD52 inh: 2.7; esBAF inh: 3.7; ERp5 inh: 2.6
Cc1noc(C)c1NC(=O)Nc1cccc2c1O[C@H](CN(C)CC1CC1)[C@H](C)CN([C@H](C)CO)C2=O across the screens: XiGFP reactiv: 0.2; ERAP1 HTS inh: -0.3; E-sel inducer: 0.0; RAD54 inh: -8.3; S100A4 MyoIIA: 17.7; RAD52 inh: -5.6; esBAF inh: 2.4; ERp5 inh: 0.5

Random excerpt: 3 compounds from above
item	smiles	XiGFP reactiv	ERAP1 HTS inh	E-sel inducer	RAD54 inh
1	CC(=O)N1[C@@H]2c3ccc(C4=CCCC4)c(=O)n3C[C@H]1[C@H](CO)[C@H]2C(=O)N[C@@H](C)c1ccccc1	0.4	2.4	0.4	4.7
6	N#Cc1ccc2nc(-c3ccc(CN4CCC(n5cc(-c6ccccc6)[nH]c5=O)CC4)cc3)c(-c3ccccc3)nc2c1	0.0	-0.3	0.0	.
2	CCC(=O)N(C)C[C@@H]1Oc2ncc(C#CC(C)(C)O)cc2C(=O)N([C@@H](C)CO)C[C@H]1C	-1.1	2.2	0.8	-0.2

item	S100A4 MyoIIA	RAD52 inh	esBAF inh	ERp5 inh
1	-6.7	-10.6	-4.6	6.6
6	-7.0	-22.0	.	-2.7
2	2.7	-4.1	4.0	0.4
